# From PubChem
# Polio RdRp inh: poliovirus RNA polymerase inhibition | poliovirus polymerase elongation, fluorescence polarization; active compounds read low | % elongation, % (compound at 16.7 µg/mL) | 0.66% of 150,000 active; in the data active = % elongation below about 90%; also: some results filed as inactive read as strong as hits
# Target sequence (P03300 1749-2209 limits assumed): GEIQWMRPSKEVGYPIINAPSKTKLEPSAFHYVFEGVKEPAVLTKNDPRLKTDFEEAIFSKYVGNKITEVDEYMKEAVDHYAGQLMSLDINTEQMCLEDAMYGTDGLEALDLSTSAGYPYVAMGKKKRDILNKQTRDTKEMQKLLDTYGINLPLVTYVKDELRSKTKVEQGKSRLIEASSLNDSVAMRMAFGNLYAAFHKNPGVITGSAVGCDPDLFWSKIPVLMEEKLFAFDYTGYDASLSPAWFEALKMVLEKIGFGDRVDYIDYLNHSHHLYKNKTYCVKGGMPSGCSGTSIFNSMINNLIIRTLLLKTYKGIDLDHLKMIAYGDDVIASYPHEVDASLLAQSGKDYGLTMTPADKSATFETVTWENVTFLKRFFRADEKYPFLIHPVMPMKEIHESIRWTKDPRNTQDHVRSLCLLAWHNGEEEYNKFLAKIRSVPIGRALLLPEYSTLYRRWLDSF
# Polio RdRp inh FP z-score: second read-out of Polio RdRp inh, no call of its own (marks repeat the call); z-score; measured here: FP z-score; hits read low
# Numbers without * were called inactive; & = joins results of further samples.
no.	structure	Polio RdRp inh	Polio RdRp inh FP z-score
1	c1csc(-c2csc3nc(CN4CCOCC4)nc(Sc4nnc(C5CC5)o4)c23)c1	102	0
2	O=C(NCCS(=O)(=O)N1CCN(c2ccc(F)cc2)CC1)c1cc(=O)c2ccccc2o1	109	0.6
3	CC1=C(O)C(=O)OC1c1c(F)cccc1Cl (stereo not drawn)	101	-0.3
4	CC(=O)N1c2ccc(S(=O)(=O)N(C)c3ccc(C)cc3)cc2CC1C (stereo not drawn)	106	1.9
5	COc1ccccc1-c1ccnc2[nH]n(-c3ccccc3)c(=O)c12	104	-0.1
6	NC(=O)CN1C(=O)COc2ccc(Cl)cc21	102	0
7	O=S(=O)(NC(c1ccccc1)c1ccccc1)c1ccc(-n2cnnn2)cc1	100	-1.4
8	CCc1nnc(NC(=O)CSc2nccn2Cc2ccccc2)s1	103	-1.1
9	O=c1[nH]c(O)c(C=Nc2cc(C(F)(F)F)ccc2N2CCCCC2)c(=O)[nH]1	104	0.2
10	CCOC(=O)CSc1nc(=O)cc(N)n1CCc1ccccc1	103	0.4
11	COc1ccc(CNC(=O)CCn2nc(C)c3c(C)n(-c4ccccc4)nc3c2=O)c(OC)c1	103	-1
12	CC(C)(C)NC(=O)CSc1nc2ccc(N3C(=O)c4ccccc4C3=O)cc2s1	102	-0.1
13	C#CCOC(=O)Nc1cnc(N2CCOCC2)c(C(F)(F)F)c1	100	-0.2
14	O=C(c1nn(Cc2ccccc2)c(=O)c2ccccc12)N1CCCCC1	105	0.6
15	Cc1ccc(S(=O)(=O)c2nc(-c3ccccc3)oc2N2CCCCCC2)cc1	104	-0.2
16	O=C(c1ccco1)c1cn(Cc2ccc(Cl)cc2)c2ccccc12	101	0.2
17	CCCCNC(=O)Cn1ncc2c(=O)oc3ccc(C)cc3c21	99	-0.1
18	CCOC(=O)c1scc(-c2ccccc2)c1S(=O)(=O)N1CCN(c2ccccc2OC)CC1	111	1.3
19	Cc1nn(CC(=O)Nc2ccccc2C(F)(F)F)c(=O)c2cccn12	111	0.2
20	N#CCSc1nc(N)c(C#N)c(-c2cccc(F)c2)c1C#N	110	1.1
21	CN(C)CCC(c1ccccc1)c1ccccn1 (stereo not drawn)	99&100	-0.1&-0.1
22	CC(C)(C)c1ccc(OCC(=O)Nc2c(C(=O)c3ccc(F)cc3)oc3ccccc23)cc1	109	0.7
23	CCn1c(=O)cc(OCC(=O)N2CCN(c3ccc(OC)cc3)CC2)c2ccccc21	103	-0.7
24	CSc1nnc(CNC(=O)NCc2ccccc2)n1C(C)C	105	1.1
25	c1ccc2c(c1)COC(CN1CCOCC1)OC2	103	0.4
26	O=C(CN1C(=O)/C(=C/c2ccccc2F)Oc2ccccc21)NCCCN1CCCC1	98	-0.8
27	C=CCn1c(CC(C)(C)C)nc2ccccc21	100	-0.4
28	CC(C)(C)C(=O)COC(=O)C1CC(=O)N(c2ccccc2)C1 (stereo not drawn)	103	-0.6
29	O=C(CSc1nnc(Cc2cc(=O)[nH]c(=O)[nH]2)n1-c1ccc(Cl)cc1)N1CCCCC1	104	1.1
30	Cc1ccc(C(=O)O)cc1-n1c(C)ccc1-c1ccccc1	102	-0.5
31	O=C(N[C@@H](Cc1ccccc1)C(=O)N1CCN(c2ncccn2)CC1)c1ccc(Cl)cc1	106	0.5
32	CN=C(NC)SC1CC(=O)N(c2ccccc2F)C1=O (stereo not drawn)	103	0.1
33	C=CCn1c(SCC(=O)c2ccc(OC)cc2)nnc1-c1cccs1	101	0.1
34	O=C(Cc1ccc(-c2ccccc2)cc1)N1CCN(CC(=O)N2CCCC2)CC1	100	-0.4
35	CCC(=O)c1ccc(OCC(=O)N2c3ccccc3CC2C)cc1 (stereo not drawn)	105	1.1
36	Cc1cc(Cl)nc(Cl)c1C(N)=O	103	0.1
37	O=S1(=O)N=C(Nc2ccccc2)c2ccccc21	101	-0.1
38	Cc1cc(C)cc(C(=O)Nc2cc(C)c3c(=O)oc4ccccc4c3n2)c1	100	-0.3
39	Cc1ccc(-c2nnc(-c3ccccc3)o2)cc1	104	0.1
40	Cc1ccccc1NC(=O)Cn1c(=O)n(Cc2ccccc2)c(=O)c2sc3ccccc3c21	105	0.2
41	CCOC(=O)c1cc(NC(=O)c2ccc(Cl)cc2)c(=O)n2c1oc1ccccc12	102	-0.2
42	Cc1ccc(-n2ncc(C(=O)NCc3ccco3)c2C2CCN(C(=O)OC(C)(C)C)CC2)cc1C	100	-1.3
43	COC(=O)CCCN=C1SCCN1Cc1ccccc1	101	-0.2
44	O=C(c1ccccc1Cl)N1CCCCC1CCN1CCCCC1 (stereo not drawn)	108	0.4
45	C=CCc1cc2c(C)cc(=O)oc2c(C)c1O	101	0
46	Cc1cc2cc(CNC(=O)C34CC5CC(CC(C5)C3)C4)ccc2n1C	103	0.6
47	CCCCn1nnnc1SCC(=O)c1cc(OC)ccc1OC	101	-0.2
48	CCCN(CCC)C(=O)CCc1ccccc1	98	-0.4

# Numbers 13 through 14 from above:
no.	structure	Polio RdRp inh	Polio RdRp inh FP z-score
13	C#CCOC(=O)Nc1cnc(N2CCOCC2)c(C(F)(F)F)c1	100	-0.2
14	O=C(c1nn(Cc2ccccc2)c(=O)c2ccccc12)N1CCCCC1	105	0.6

# Next part.
no.	structure	Polio RdRp inh	Polio RdRp inh FP z-score
49	Nc1nnc(SCCCc2ccccc2)s1	102	-0.1
50	CC1CN/C(=C/C(=O)c2ccccc2)C(=O)N1 (stereo not drawn)	105	0.7
51	COc1cccc(NC(=O)CN(C)CC(=O)Nc2ccc3c(c2)CCC3)c1	100	-0.4
52	CCOc1nc(NC)nc(N(C#N)CN2C(=O)c3ccccc3C2=O)n1	102	0.1
53	O=C(Nc1ccccc1C(=O)OCC(=O)N1CCOCC1)c1ccco1	103	0.1
54	CCOc1ccc(CN(Cc2ccco2)C(c2ccc(C(F)(F)F)cc2)c2nnnn2CCOC)cc1 (stereo not drawn)	102	0
55	CCc1ccc(NC(=O)Cn2ncc3c4ccccc4n(C)c3c2=O)cc1	112	0.3
56	CCCc1n[nH]c(=S)n1N	101	0.2
57	COc1ccc(-c2cn3cccnc3n2)cc1NC(=O)Nc1cc(C)ccc1C	98	-1.8
58	CC1(C(=O)NC2CCCCC2)Cc2ccccc2C(=O)N1Cc1cccnc1 (stereo not drawn)	100	-0.9
59	COc1ccc(CCNC(=O)c2cc(-c3ccc(C)c(C)c3)nc3ccccc23)cc1OC	119	2
60	Oc1ccc(Br)cc1C=Nc1ccc2[nH]ncc2c1	102	-0.1
61	CCOc1ccc(-c2n[nH]c3c2C(c2cccs2)N(c2ccc(Br)cc2)C3=O)cc1 (stereo not drawn)	108	0
62	O=C(Nc1cccc(C(F)(F)F)c1)/C(=C\c1cccs1)c1ccsc1	104	0.1
63	COCC(=O)N(Cc1ccccc1)c1ccccn1	104	1.2
64	CC(C)(C)OC(=O)N1CCC(c2c(C(=O)NCCN3CCc4ccccc4C3)cnn2-c2ccc(F)cc2F)CC1	101	-1
65	COC(=O)CC1SC(=O)NC1=S (stereo not drawn)	60	-9.3
66	CC(C)c1nc2ccccc2n1CCc1ccccc1	95	-0.7
67	CCOC(=O)c1cc(-c2ccc(F)cc2)n(CC(=O)N2CCn3c2nc2ccccc23)c1C	99	-0.6
68	CN(Cc1ccccc1)C(=O)c1cccc(N2C(=O)C3C4C=CC(C4)C3C2=O)c1 (stereo not drawn)	100	-0.2
69	Cc1ccc(N=Cc2cn(-c3ccccc3)nc2-c2ccccc2)cc1	102	0
70	Cc1cc(COc2ccccc2OCCN2CCN(C)CC2)no1	100	-0.4
71	O=C(Cn1c(=O)n(-c2cccc(Cl)c2)c(=O)c2sc3ccccc3c21)NC1CCCCC1	105	0.3
72	Cc1no[n+]([O-])c1COc1cccc(/C=C2\SC(=S)NC2=O)c1	107	0.5
73	CCc1cccc(C)c1NC(=O)CCCn1c(C)c2cnn(-c3ccccc3)c(=O)c2c1C	102	-0.8
74	Cc1ccc(NC(=O)c2sc3ccccc3c2Cl)cc1	101	-0.2
75	O=C1CC(c2ccsc2)c2c(-c3ccccc3)nn(-c3ccccc3)c2N1 (stereo not drawn)	100	-0.5
76	Cc1ccc2oc(-c3cccc(NC(=O)c4sc5c([N+](=O)[O-])cccc5c4Cl)c3)nc2c1	105	0.3
77	O=C(c1cnn(-c2ccc(F)cc2)c1-n1cccc1)N1CCN(c2ccccc2)CC1	105	-0.7
78	Cc1ccc(-c2nnc(Nc3ccccc3)c3ccccc23)cc1S(=O)(=O)NCc1nc2ccccc2[nH]1	113	2.2
79	O=C1CC(c2ccccc2)CC(O)=C1C=NCc1cccc(C(F)(F)F)c1 (stereo not drawn)	100	-0.2
80	Cc1ccc(Cn2nccc2NC(=O)c2cccnc2Nc2ccccc2F)o1	126	1.9
81	CC(C)NC(=O)NNc1c(Cl)cccc1Cl	101	0
82	CC(C)C(=O)N1N=C(c2ccccc2)CC1(O)C(F)(F)F (stereo not drawn)	101	-0.3
83	COc1cccc(C(=O)Nc2ccccc2C(=O)OCc2cc(=O)n3nc(C)sc3n2)c1	106	0
84	C/C(=N\NC(=O)C1CC1)c1ccc(Cl)s1	103	0.2
85	Cn1cccc1-c1cc2n(n1)CCC(=O)N2CCCC(=O)NCc1cccc(Cl)c1	108	0.4
86	S=C(NC1CC1)N(Cc1ccco1)Cc1cccs1	104	0.2
87	CCOC(=O)c1c(NC(=O)COc2cccc(C(F)(F)F)c2)sc2c1CCC(C)C2 (stereo not drawn)	90	-1.8
88	COC(=O)c1ccc(NC(=O)CSc2nccn2Cc2ccc(Cl)cc2)cc1	107	-0.1
89	COc1ccc(NC(=O)C2CCN(C3=NS(=O)(=O)C(c4ccc(C)c(C)c4)=C3C)CC2)cc1OC	115	0.8
90	CCOC(=O)c1c(CS(=O)c2ccc(Cl)cc2)oc2c(F)c(F)c(F)c(F)c12 (stereo not drawn)	100	-0.5
91	CCCCOc1ccc(C(=O)N2CCC(c3nc4ccccc4o3)CC2)cc1	109	0.6
92	Cc1ccc2nc(COc3ccccc3NC(=O)c3ccc(F)cc3)cc(=O)n2c1	102	-0.8
93	O=S(=O)(Nc1ncccn1)c1ccc(NC(=S)NCCN2CCOCC2)cc1	100	-0.6
94	Cc1ccccc1CN1CCN(CC(=O)NCc2cccs2)C1=O	98	-0.7
95	CCc1ccc(NC(=O)CSc2nc3ncccc3[nH]2)cc1	112	0.4
96	CN(CCOc1ccc(Br)cc1)C(=O)c1n[nH]c2ccccc12	95	-1.1

# One compound at a time, as listed above:
# Cn1cccc1-c1cc2n(n1)CCC(=O)N2CCCC(=O)NCc1cccc(Cl)c1 is listed with Polio RdRp inh: 108; Polio RdRp inh FP z-score: 0.4
# Cc1ccccc1CN1CCN(CC(=O)NCc2cccs2)C1=O is listed with Polio RdRp inh: 98; Polio RdRp inh FP z-score: -0.7

# Next part:
no.	structure	Polio RdRp inh	Polio RdRp inh FP z-score
97	CC(C)(C)S(=O)c1cccs1 (stereo not drawn)	100	0
98	CCCS(=O)(=O)Nc1cc2c(cc1NCc1ccccc1)n(C)c(=O)n2C	102	-0.9
99	Cc1nn(-c2ccccc2)c2c1cc1c(=O)[nH]c(=O)nc-1n2-c1cccc(Cl)c1	107	-0.5
100	Cc1ccc(N2C(=O)SC(Nc3ccccc3)C2=O)cc1 (stereo not drawn)	102	0.1
101	C[C@H](CCC(=O)O)[C@H]1CCC2C3C(=O)CC4CC(=O)CC[C@]4(C)C3CC(=O)[C@@]21C (stereo partly drawn)	100	0
102	CCOc1ccc(Nc2c(S(=O)(=O)c3ccc(C)cc3)cnc3ccccc23)cc1	105	-0.2
103	CCCCN(CC)C(=O)c1c[nH]c2ccc(S(=O)(=O)Nc3cccc(OC)c3)cc2c1=O	100	-2.5
104	Cc1ccc(C(=O)Nc2ccc(-c3nc4ccccc4o3)c(O)c2)cc1	104	1.3
105	Cc1ccc(S(=O)(=O)Nc2ccccc2/C(O)=C(\C#N)c2nc3ccccc3n2C)cc1	102	0.1
106	CCCCNc1nc2ccccc2n1Cc1cccc(OC)c1	102	0
107	Cc1ccc(S(=O)(=O)c2nc(S(C)(=O)=O)sc2N2CCCC2)cc1	104	0.6
108	CC(=O)N1CCN(c2ccc(N)cc2)CC1	103	0
109	Cc1cccc(Nc2cc(N3CCCCC3)ncn2)c1	101	0.3
110	O=c1[nH]c2ncccc2nc1-c1ccccc1	104	0.5
111	Cc1nn(C)c(C)c1/C=C/C(=O)N1CCN(Cc2cccc(Cl)c2)CC1	101	-0.4
112	COC(=O)c1ccccc1Oc1c(F)c(F)nc(N2CCCCC2)c1F	101	-0.3
113	CCCCn1cc(S(=O)(=O)c2ccc(C)c(C)c2)c(=O)c2cc(F)c(N3CCCC(C)C3)cc21 (stereo not drawn)	105	-0.6
114	CCc1nn(CCCC(=O)N2CCN(c3cccc(C)c3C)CC2)c(=O)c2cc3occc3n12	102	0.2
115	O=C(CCCn1c(=O)c2cccn2c2ccc(F)cc21)NCCc1ccccc1	104	-0.5
116	CCN(CC)S(=O)(=O)c1ccc(C(=O)Nc2nnc(-c3ccc(S(C)(=O)=O)cc3)o2)cc1	100	-1
117	COC(=O)c1cnn(-c2ccccc2)c1C(OC)OC	106	0.5
118	CN(C)CCNC(=O)c1ccc(Cn2c(=O)c3cccn3c3cccnc32)cc1	105	-0.4
119	COc1ccc(C2Nn3c(C)nnc3SC2C(=O)Nc2ccccc2C(F)(F)F)cc1 (stereo not drawn)	100	0.1
120	COc1cc(OC)cc(-c2cc3nc(C)c(CCC(=O)Nc4ccc(C(C)=O)cc4)c(C)n3n2)c1	109	1.3
121	O=C(CCC1N=C2c3ccccc3N=C(SCC(=O)Nc3ccccc3F)N2C1=O)NCc1ccccc1 (stereo not drawn)	115	0.9

# A draw from above in order of SMILES length, highest first.
no.	structure	Polio RdRp inh	Polio RdRp inh FP z-score
116	CCN(CC)S(=O)(=O)c1ccc(C(=O)Nc2nnc(-c3ccc(S(C)(=O)=O)cc3)o2)cc1	100	-1
121	O=C(CCC1N=C2c3ccccc3N=C(SCC(=O)Nc3ccccc3F)N2C1=O)NCc1ccccc1 (stereo not drawn)	115	0.9
117	COC(=O)c1cnn(-c2ccccc2)c1C(OC)OC	106	0.5

# A portion of the library; rates above refer to the full screens.
